Screens as filed in PubChem.
TSHR antag = blocks TSH signaling through the human TSH receptor; P16473; AID 504810; 330,000 compounds, 0.2% hits; TSHR-expressing cells, TSH-stimulated cAMP HTRF, 2 h; hits give low values; activity change, negative = inhibition, % at 11.5 µM;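 active = activity change below a set negative limit, meaning inhibition stronger than a set level, cut at about -70% in these data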; also: % is scaled to controls: 0 for no effect and ±100 for the full control effect
Target sequence (P16473 whole entry, looked up): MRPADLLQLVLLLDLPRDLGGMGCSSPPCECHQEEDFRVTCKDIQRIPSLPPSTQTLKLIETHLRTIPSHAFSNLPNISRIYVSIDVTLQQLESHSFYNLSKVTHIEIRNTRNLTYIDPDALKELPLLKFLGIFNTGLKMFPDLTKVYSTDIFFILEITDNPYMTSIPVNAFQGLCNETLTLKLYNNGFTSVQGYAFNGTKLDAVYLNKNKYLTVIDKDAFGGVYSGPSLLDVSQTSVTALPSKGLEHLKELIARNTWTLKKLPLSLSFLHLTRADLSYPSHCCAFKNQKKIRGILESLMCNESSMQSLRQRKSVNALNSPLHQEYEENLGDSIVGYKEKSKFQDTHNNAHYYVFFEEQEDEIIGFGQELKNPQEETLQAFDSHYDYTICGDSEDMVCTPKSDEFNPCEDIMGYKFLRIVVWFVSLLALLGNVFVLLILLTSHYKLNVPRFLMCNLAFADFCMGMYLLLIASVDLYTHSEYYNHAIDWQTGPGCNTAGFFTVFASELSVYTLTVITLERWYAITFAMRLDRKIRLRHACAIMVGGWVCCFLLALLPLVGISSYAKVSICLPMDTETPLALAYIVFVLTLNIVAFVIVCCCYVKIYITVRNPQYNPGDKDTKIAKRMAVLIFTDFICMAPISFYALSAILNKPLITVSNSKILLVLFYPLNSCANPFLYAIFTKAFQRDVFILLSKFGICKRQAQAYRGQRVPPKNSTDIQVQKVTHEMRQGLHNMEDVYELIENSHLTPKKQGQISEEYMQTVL
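Antagonism was scored as loss of TSH-driven cAMP in TSHR cells, stimulated with 4nM TSH (EC80) for 2 hours at 37 deg C and detected by homogeneous HTRF competition immunoassay.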
a7 integrin act = activates integrin-mediated alleviation for muscular dystrophy. AID 624291. 350,000 compounds, 0.064% hits. alpha7betagal myoblasts, beta-gal FDG fluorescence, 48 h. Potency, µM (highest dose often 38.3 µM), inactives show at the highest dose activation, hits mostly activators;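 also: potency is read from the fitted curve at half-maximal effect; 100% = response of the positive control SU9516; nearly all actives have a fitted effect of over 60% in size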
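Alpha7betagal+/- myoblasts (passage 13) were plated 16-24 hr, then exposed to compounds (1:260 dilution of DMSO stock) for 48 hours at 37C. After MPER lysis, β-galactosidase reporter activity was read as FDG fluorescence (ex 480/em 540) after 30 minutes.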
Mito fusion act = blocks mitochondrial division or promotes mitochondrial fusion. S. cerevisiae fusion-defective mutant growth rescue, CellTiterGlo 48 h. Potency, µM (series often up to 46.1 µM), inactives show at the highest dose growth rescue (activation), usual class: activators. 320,000 compounds, 0.23% hits;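 also: potency is read from the fitted curve at half-maximal effect; % of control where 0% means no effect; nearly all actives have a fitted effect of over 45% in size; temperature-sensitive fusion mutants such as fzo1-1 at 37 °C on non-fermentable ethanol glycerol medium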
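Temperature-sensitive fusion-defective S. cerevisiae (e.g. fzo1-1, mgm1-5) were grown with compound in YPEG medium (3% ethanol, 3% glycerol) for 48 hours at 37C. Growth rescue was measured as viability by CellTiterGlo luminescence after 10 minutes at ambient.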
Active calls of the source: *; x = no result given; [ ] = dose if it differs, or a comment. Unless noted, calls follow the shape of the dose curve; as a rule, active = well fitted activation curve with a large enough effect; inconclusive = small, poorly fitted or top-dose-only effect; inactive = no such curve, though single readings can be large or run the other way. Some of the compounds tested; rates above refer to the full screens.

SMILES	TSHR antag	a7 integrin act	Mito fusion act
CCC(C)NC(=O)c1ccc2c(c1)N(Cc1cccc(Cl)c1)C(=O)c1ccccc1S2=O (stereo not drawn)	x	x	-1%
Cc1oc(-c2ccc(Cl)cc2)nc1CSCC(=O)NCc1ccccc1Cl	x	x	-3%
Cc1cc(C)c2c(NC(=O)c3ccccc3)c(C(=O)Nc3ccc(F)cc3)sc2n1	x	x	-5%
COc1cccc(C2CC(=O)Nc3c2c(=O)nc2c(C)cccn32)c1OC (stereo not drawn)	x	x	8%
Cc1ccccc1NC(=O)C1CCN(S(=O)(=O)c2ccccc2)CC1	x	x	1%
CC(C)c1ccc(NC(=O)CN2C(=O)c3cccc4cccc2c34)cc1	x	x	3%
Cc1ccc(-c2cc(C(F)(F)F)n3nc(C(=O)NCC45CC6CC(CC(C6)C4)C5)cc3n2)cc1	x	x	-8%
CCN(CC)CCNC(=O)c1ccc2c(c1)NC(=O)C(CS(=O)(=O)Cc1ccc(F)cc1Cl)N2 (stereo not drawn)	x	x	-10%
CCOC(=O)c1cc(OC(=O)c2cccc(Cl)c2)n(-c2ccccc2)n1	x	x	-8%
COc1ccc(F)cc1S(=O)(=O)NCCc1c(C)[nH]c2c(Cl)cccc12	x	x	5%
Cc1ccc2nc(SC(Cc3cc(Cl)ccc3Cl)C(=O)O)[nH]c2c1 (stereo not drawn)	x	x	0%
CCOc1ccc(NC(=O)CSc2cc(C)c3ccccc3n2)cc1	x	x	-2%
Nc1nc(Nc2cccc(C(F)(F)F)c2)sc1C(=O)c1ccccc1	x	x	-4%
CC(C)Oc1cccc(C(=O)Nc2ccc3oc(-c4ccccc4)nc3c2)c1	x	x	0%
CCOc1ccccc1NC(=O)c1nc2nc(C)cc(C(F)F)n2n1	x	x	-4%
Cc1cccc(NS(=O)(=O)c2ccc3c(c2)n(C)c(=O)n3C)c1C	x	x	-5%
COc1ccc(OC)c(Nc2nc(-c3ccc(C)cc3)nc3ccccc23)c1	x	x	-2%
COc1ccc(NC(=O)Cn2c(=O)oc3cc(S(=O)(=O)N4CCCCCC4)ccc32)cc1OC	x	x	-2%
Cc1cccc(-n2ncc3c(N4CCN(c5ccccc5)CC4)ncnc32)c1	x	x	-4%
O=C(Nc1ccc(Br)cc1)c1ccc(Cl)c(S(=O)(=O)N2CCCCCC2)c1	x	x	-4%
O=C1CC(c2ccccc2)c2c(n3ncnc3[nH]c2=O)N1 (stereo not drawn)	x	x	-1%
CCOC(=O)c1cc(-c2ccccc2)n(CC(=O)NCc2ccccc2)c1C	x	x	1%
Cc1ccccc1Cn1c(Oc2ccccc2F)nc2c1c(=O)n(C)c(=O)n2C	x	x	6%
O=C(NCC(c1ccco1)S(=O)(=O)c1cccs1)c1ccc(F)cc1 (stereo not drawn)	x	x	-1%
Cc1ccc(C2c3c(oc4ccccc4c3=O)C(=O)N2c2nnc(C)s2)cc1 (stereo not drawn)	x	x	2%

Three entries drawn at random from those above:
SMILES	TSHR antag	a7 integrin act	Mito fusion act
COc1ccc(F)cc1S(=O)(=O)NCCc1c(C)[nH]c2c(Cl)cccc12	x	x	5%
O=C(NCC(c1ccco1)S(=O)(=O)c1cccs1)c1ccc(F)cc1 (stereo not drawn)	x	x	-1%
CCOc1ccc(NC(=O)CSc2cc(C)c3ccccc3n2)cc1	x	x	-2%

The list goes on.
SMILES	TSHR antag	a7 integrin act	Mito fusion act
CCOc1ccc(N2C(=O)c3[nH]nc(-c4ccccc4)c3C2c2ccc(O)c(OC)c2)cc1 (stereo not drawn)	x	x	4%
COc1ccc(-c2nnc(SCC(=O)c3ccc(NC(C)=O)cc3)o2)cc1OC	x	x	-2%
COc1ccc(CCNC(=O)c2oc(=O)c3ccccc3c2-c2ccccc2)cc1OC	x	x	-2%
CCOc1cc(S(=O)(=O)NCCc2c(C)[nH]c3ccc(C)cc23)ccc1F	x	x	-3%
Cc1oc(-c2ccc(Cl)cc2)nc1CS(=O)CC(=O)NCCc1ccccc1 (stereo not drawn)	x	x	2%
O=C(Nc1ccc(Br)cc1F)c1cc(S(=O)(=O)NC2CCCCC2)ccc1F	x	x	4%
Cc1ccc(-c2c(C(=O)Nc3ccccc3F)oc(=O)c3ccccc23)cc1	x	x	0%
Cc1ccc(NC(=O)Cn2nnc3sc4c(c3c2=O)CCC(C)C4)cc1 (stereo not drawn)	x	x	-1%
Cc1ccc(Cl)cc1NC(=O)c1cnn2c(C(F)F)cc(-c3ccccc3)nc12	x	x	-8%
Cc1ccc(NC(=O)C2CCN(S(=O)(=O)c3cccc4nonc34)CC2)cc1C	x	x	3%
O=C(Nc1ccc(Cl)cc1)c1cc(S(=O)(=O)N2CCc3ccccc32)ccc1F	x	x	-2%
O=C(Nc1ccccc1)c1cccc(S(=O)(=O)Nc2cccc(F)c2)c1	x	x	2%
COc1ccc(CCNC(=O)C(=O)Nc2ccc(C)c(C)c2)cc1OC	x	x	-4%
Cc1ccc(/C=C/C(=O)Nc2ccc(Cl)cc2Cl)cc1	x	x	-5%
COc1cc(F)c(S(=O)(=O)Nc2c(C)n(C)n(-c3ccccc3)c2=O)cc1OC	x	x	-2%
Cc1ccc(C)c(NC(=O)CSc2nc(-c3ccccc3)cc(=O)[nH]2)c1	x	x	6%
Cc1ccc(NC(=O)Cn2cc(C(=O)c3ccco3)c3ccccc32)c(C)c1	x	x	1%
CCCCCOc1ccc(NC(=O)Cn2c(-c3nonc3N)nc3ccccc32)cc1	x	x	-1%
CCOC(=O)c1c(NC(=O)COc2ccc(Br)cc2)sc2c1CCCC2	x	x	-2%
COc1cc2c(cc1OC)C(COc1ccccc1OC)N(C(=O)c1ccc(S(=O)(=O)N(C)C)cc1)CC2 (stereo not drawn)	x	x	-6%
COc1cc(S(=O)(=O)NCCc2c(C)[nH]c3ccc(C)cc23)ccc1Br	x	x	2%
Cn1c(=O)c2c(n3c4ccccc4nc13)NC(=O)CC2c1ccccc1F (stereo not drawn)	x	x	-1%
COc1ccc(NC(=O)CN(C)S(=O)(=O)c2ccc3nc(C)sc3c2)cc1	x	x	-6%
CC(=O)Nc1ccc(NC(=O)C2(c3cccs3)CCOCC2)cc1	x	x	-9%
Nc1nnc(SCC(=O)Nc2ccc(Cl)cc2)s1	x	x	-12%
SMILES	TSHR antag	a7 integrin act	Mito fusion act
NC(=O)C1CCN(c2nc(-c3ccc([N+](=O)[O-])cc3)cs2)CC1	29	x	x
CCN(CC)c1ccc(C(NC(=O)C(C)C)c2ccc3cccnc3c2O)cc1 (stereo not drawn)	x	-27%	x
CC1C(=O)N(Cc2cn(Cc3ccco3)nn2)CCS(=O)(=O)N1Cc1ccc(-c2ccc(Cl)c(Cl)c2)cc1 (stereo not drawn)	x	7%	x
COc1ccc(NC(=S)N2CCC3CC2c2c(Cl)cccc23)c(OC)c1 (stereo not drawn)	x	16%	x
CCN(CC)C(=O)C1=C(C)N(Cc2ccc(F)cc2)C(=O)C(CC(=O)NCc2cccc3ccccc23)C1 (stereo not drawn)	x	14%	x
CC(C)[C@H](NC(=O)c1c(F)cccc1F)C(=O)OCC(=O)NNC(=O)c1ccccc1	x	-2%	x
Cc1ccc([C@H]2C[C@H](O)[C@@H](n3cc(C4CC4)nn3)CN2Cc2cccs2)cc1	x	-6%	x
CCCN(C)C[C@H]1Oc2cc(C#Cc3ccc(F)cc3)ccc2S(=O)(=O)N([C@H](C)CO)C[C@@H]1C	x	-13%	x
COCC(=O)N(C)[C@H]1C[C@H]2c3[nH]c4ccccc4c3CCN2C(=O)[C@H]1[C@H](C)O	x	3%	x
Nc1nccc(N2CCCCC2)n1	x	-14%	x
COCOCCn1cc(CN2CCS(=O)(=O)N(Cc3ccc(-c4ccc(OC)nc4)cc3)C(C)C2=O)nn1 (stereo not drawn)	x	14%	x
COc1ccc(C(=O)N/C(=C\c2ccc(Cl)cc2)C(=O)NCCN2CCOCC2)cc1	x	-4%	x
O=C(c1ccccc1)N1CCN(c2cc(Cl)nc3cc(-c4cccc(Cl)c4)nn23)CC1	x	1%	x
O=C(NN=Cc1c[nH]c2ccccc12)NN=Cc1c[nH]c2ccccc12	x	-4%	x
Cc1ccc([C@H]2C[C@@H](n3cc(COC(=O)c4ccccc4)nn3)[C@H](O)CN2CC2CCCCC2)cc1	x	20%	x
Cc1cc(C)c(NS(=O)(=O)c2ccc3c(c2)oc(=O)n3C)c(C)c1	x	6%	x
O=C(Cn1ccc(=O)[nH]c1=O)c1ccc([N+](=O)[O-])o1	x	-39%	x
Cc1ccc(NS(=O)(=O)c2ccc(C)c(NC(=O)c3ccc(S(=O)(=O)N4CCCCCC4)cc3)c2)c(C)c1	x	6%	x
COc1ccc([C@H]2C[C@@H](n3cc(-c4ccc(F)cc4)nn3)[C@H](O)CN2CC2CCCCC2)cc1	x	-5%	x
C[C@@H](O)CNC(=O)c1[nH]cnc1C(=O)Nc1cccc(Cl)c1	x	2%	x
COc1ccc([C@H]2C[C@@H](O)[C@H](n3cc(COC(=O)c4ccccc4)nn3)CN2Cc2cccs2)cc1	x	8%	x
C[C@@H]1CN([C@@H](C)CO)C(=O)c2cc(NS(=O)(=O)c3ccc(F)cc3)ccc2O[C@@H](C)CCCCO[C@H]1CN(C)C(=O)NC1CCCCC1	x	-19%	x
C(=NNc1nnn(Cc2ccccc2)n1)c1ccccc1	x	-29%	x
C(=NOCc1ccccc1)c1ccccn1	x	6%	x
c1ccc(NN(Cc2ccccn2)c2ccccc2)cc1	x	1%	x
SMILES	TSHR antag	a7 integrin act	Mito fusion act
Cc1ccc(C)c(NC(=O)CN(C)C(=O)c2ccccn2)c1	x	3%	x
CNC(=O)c1ccc(CN(C)C(=O)c2cc(C3CC3)nc3c2cnn3C(C)C)cc1	x	14%	x
COc1cccc(OC)c1C(=O)OCC(=O)NCCNC(=O)COC(=O)c1c(OC)cccc1OC	x	-7%	x
COc1cc(NC(C)CCCN)c2nc(C)ccc2c1Oc1ccc(F)cc1 (stereo not drawn)	x	-46%[inhibitor]	x
C[C@H](CO)N1C[C@H](C)[C@@H](CN(C)C(=O)c2ccccc2)OCc2cnnn2CCCC1=O	x	4%	x
CCN(CC)S(=O)(=O)c1ccc(C(=O)NC(=S)N2CCCCC2C)cc1 (stereo not drawn)	x	19%	x
C[C@H]1CN([C@@H](C)CO)C(=O)c2cc(Br)cnc2O[C@H]1CN(C)C(=O)C1CC1	x	7%	x
CN1OC[C@@H]2CN(C(=O)C(C)(C)C)[C@H](c3ccc(-c4cc5ccccc5o4)cc3)C[C@@H]21	x	-10%	x
Cc1cccc(-n2ncc3c2CCCC3NC(=O)c2cccs2)c1C (stereo not drawn)	x	-14%	x
CC(=O)NC[C@H]1O[C@@H](n2ccc(N)nc2=O)[C@H](O)[C@@H]1O	x	16%	x
Cc1c(NC(=O)CSc2nnc(-c3ccncc3)n2C)c(=O)n(-c2ccccc2)n1C	x	-3%	x
COCCCNC(=O)c1cc(S(=O)(=O)N2CCC3(CC2)OCCO3)ccc1F	x	-3%	x
CN(C)C=Nc1ccc([N+](=O)[O-])c2ccccc12	x	28%	x
COc1cc(NC(=O)C2CC(c3ccccc3O)=NO2)cc(OC)c1OC (stereo not drawn)	x	11%	x
O=C(NNC(=O)c1ccccc1F)c1ccc(-c2ccccc2Cl)o1	x	15%	x
CCOC(=O)CN1CCC(C2(c3cc4ccccc4[nH]3)OCCO2)CC1	x	-2%	x
Cc1ccc([C@H]2C[C@H](O)[C@@H](n3cc(-c4ccc(F)cc4)nn3)CN2C(=O)C2CCCCC2)cc1	x	16%	x
O=[N+]([O-])c1ccccc1SNc1ccccc1	x	-6%	x
COC(=O)C1C2OC(C(Br)C2Br)C1C(=O)OC (stereo not drawn)	x	-8%	x
C[C@@H]1CN([C@H](C)CO)C(=O)CCCn2nncc2CO[C@@H]1CN(C)C(=O)C1CC1	x	9%	x
C[C@H]1CN([C@@H](C)CO)C(=O)c2cc(-c3cccc(C#N)c3)cnc2O[C@H]1CN(C)C(=O)c1ccccn1	x	19%	x
C[C@H]1CN([C@@H](C)CO)C(=O)c2cc(C#CC3CCCC3)cnc2O[C@H]1CN(C)C(=O)Cc1ccccn1	x	31%	x
CCOC(=O)C(C(=O)OCC)C(=O)c1cccc2ccc3ccccc3c12	x	18%	x
Cc1ccc(-c2nc3ccc(Cl)cn3c2Cc2ccccc2)cc1	x	10%	x
CCCCCN(C(=O)CCC(=O)OCC(=O)NCCc1ccccc1)c1c(N)n(CCCC)c(=O)[nH]c1=O	x	-4%	x

Full records, looked up by structure. Order of values: TSHR antag	a7 integrin act	Mito fusion act
`CN1OC[C@@H]2CN(C(=O)C(C)(C)C)[C@H](c3ccc(-c4cc5ccccc5o4)cc3)C[C@@H]21` across the screens: x	-10%	x
`CCN(CC)S(=O)(=O)c1ccc(C(=O)NC(=S)N2CCCCC2C)cc1` (stereo not drawn) across the screens: x	19%	x
`C[C@H]1CN([C@@H](C)CO)C(=O)c2cc(C#CC3CCCC3)cnc2O[C@H]1CN(C)C(=O)Cc1ccccn1` across the screens: x	31%	x
